Tb PGK inh: blocks T. brucei phosphoglycerate kinase; hit rate 0.043% among 380,000; Potency, µM (series often up to 57.5 µM), inactives show at the highest dose activity change, negative = inhibition, hits mostly inhibitors; PGK/GAPDH coupled, Kinase-Glo luminescence, 60 min; further: potency means the concentration at half of the fitted maximal effect; on the % scale 0 is the no-effect control and ±100 the full control effect; nearly all actives have a fitted effect of over 60% in size
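Recombinant glycosomal PGK reaction used 1,3-bisphosphoglycerate generated in-well by GAPDH (100nM final) in 100mM TEA pH 7.6, 5mM MgCl2, 0.01% Tween-20. After 60 minutes at room temperature, ATP was read by Kinase-Glo Plus luminescence end-point.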
Pol kappa inh: blocks human DNA polymerase kappa activity; hit rate 0.53% among 400,000; purified Pol kappa, fluorescent DNA synthesis assay, 10 min; Potency, µM (series often up to 107 µM), for inactives: top-dose activity, negative = inhibition, usual class: inhibitors; further: potency means the concentration at half of the fitted maximal effect; on the % scale 0 is the no-effect control and ±100 the full control effect
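Kinetic fluorescence readout at 0 and 10 min followed reaction start with substrate at 50 nM final. Beforehand, enzyme (10 nM Pol kappa) stood 15 min with compound at room temperature; buffer-only wells were negative controls.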
Pol beta inh: blocks human DNA polymerase beta activity. hit rate 1.3% among 340,000. P06746. Pol beta primer extension/strand displacement, fluorescence kinetic. Potency, µM (doses to about 114 µM), without a hit: at the highest dose activity change, negative = inhibition, usual class: inhibitors; further: potency means the concentration at half of the fitted maximal effect; on the % scale 0 is the no-effect control and ±100 the full control effect
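Human Pol beta at 10 nM; strand-displacement substrate 50 nM final. Compound exposure 15 min at room temperature before start, reaction 10 min at room temperature.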
RXFP1 antag: RXFP1 (human) relaxin receptor antagonism; activity change, negative = inhibition, % at 57.5 µM; hit rate 0.59% among 350,000; AID 1259400; HEK293-RXFP1, relaxin-stimulated cAMP HTRF, 30 min; stronger effect = lower value;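 active means activity change of -60% or lower, but not beyond a set lower limit; inconclusive means change between -60% and -40%, or beyond the set limit; inactive means change above -40%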; further: on the % scale 0 is the no-effect control and ±100 the full control effect
Pol iota inh: DNA polymerase iota (human) inhibition; Potency, µM (series often up to 115 µM), inactives show at the top dose activity, negative = inhibition, usual class: inhibitors; Pol iota fluorescent replication assay, 10 min; Q9UNA4; AID 588590; hit rate 1% among 390,000; further: potency means the concentration at half of the fitted maximal effect
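Fluorescent replication assay read twice, at 0 min and 10 min after adding 50 nM (final) substrate. Enzyme (10 nM) and compounds were first incubated 15 min at room temperature; enzyme-free buffer wells were negative controls.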
POLH inh: blocks human DNA polymerase eta activity. Q9Y253. recombinant Pol eta, fluorescent DNA replication assay. Potency, µM (series often up to 114 µM), for the others: top-dose activity change, negative = inhibition, usual class: inhibitors. hit rate 1.2% among 390,000. AID 588591; further: potency means the concentration at half of the fitted maximal effect; on the % scale 0 is the no-effect control and ±100 the full control effect
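Pol eta (10 nM) was preincubated with compounds for 15 min at room temperature, after which fluorescent replication substrate (50 nM final) was added to start the reaction. Fluorescence was read kinetically at 0 and 10 min.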
APE1 inh: blocks human APE1 abasic DNA cleavage; P27695; recombinant APE1, TAMRA/BHQ-2 abasic DNA cleavage fluorescence; Potency, µM (highest dose often 65.8 µM), without a hit: at the top dose activity change, negative = inhibition, usual class: inhibitors; hit rate 0.35% among 350,000;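 further: potency means the concentration at half of the fitted maximal effect; plate controls were vehicle for no effect and reference inhibitor for full effect; nearly all actives have a fitted effect of over 55% in size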
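Enzyme (0.75 nM final) and test compound are incubated 15 min at room temperature before adding 50 nM quenched THF abasic-site duplex. Cleavage dequenches TAMRA, followed at 525/598 nm over three reads one minute apart.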
Anesthetic bind: binds horse apoferritin like a general anesthetic; AID 485281; Potency, µM (titrated, usually from 77.5 µM), for the others: at the top dose activity change, negative = displacement, actives largely listed as inhibitors; apoferritin/1-aminoanthracene competitive binding, fluorescence; hit rate 0.074% among 350,000; further: potency means the concentration at half of the fitted maximal effect; on the % scale 0 is the no-effect control and ±100 the full control effect; nearly all actives have a fitted effect of over 20% in size
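In PBS, apoferritin at 10 uM is loaded with 1-AMA from a 50% saturated solution. After 10 min of compound exposure at ambient temperature, reduced 535 nm fluorescence indicates probe displacement.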
BLM inh: blocks DNA unwinding by human BLM helicase. P54132. recombinant BLM DNA unwinding, fluorescence dequenching. Potency, µM (titrated, usually from 56.1 µM), for the others: at the highest dose activity change, negative = inhibition, most hits filed as inhibitors. hit rate 0.2% among 350,000;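 further: potency means the concentration at half of the fitted maximal effect; plate controls were vehicle for no effect and no enzyme for full effect; nearly all actives have a fitted effect of over 35% in size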
Active calls of the source: *; i = inactive; ? = inconclusive; nt = not tested or not shown; & = joins results of further samples; [ ] = dose if it differs, or a comment. Unless noted, the call rests on the fitted dose curve; in most records, active means well fitted curve in the direction sought with a large enough effect; inconclusive means small, poorly fitted or top-dose-only effect, or another doubt; inactive means no such curve, though single readings can be large; an effect the other way counts as inactive or inconclusive. A portion of the library; rates above refer to the full screens.

SMILES | Tb PGK inh | Pol kappa inh | Pol beta inh | RXFP1 antag | Pol iota inh | POLH inh | APE1 inh | Anesthetic bind | BLM inh
CCCCOc1ccc(C(=O)Nc2cccc(C)n2)cc1 | -1.5% | -6.8% | 1.0% | -21.4 | 3.1% | -17.3% | -4.1% | ? | -2.6%
CC(/C=C1\SC(=S)N(NC(=O)c2ccc(O)cc2)C1=O)=C\c1ccccc1 | 11.8% | -7.1% | 64.2% | nt | 1.5% | -17.2% | 17.2% | -3.2% | -10.9%
CCCN(CCC)S(=O)(=O)c1ccc(C(=O)Nc2nnc(CSC)o2)cc1 | 1.9% | -4.7% | 51.2% | -6.4 | 16.0% | -13.6% | -1.8% | -12.6% | -2.3%
CCN(c1ccccc1)S(=O)(=O)c1ccc(C(=O)Nc2nnc(-c3ccco3)o2)cc1 | nt | -4.2% | 1.4% | 6.0 | -10.8% | -4.8% | -9.5% | -19.5% | -17.1%
C[C@]1(OC(=O)/C=C\c2ccccc2)C[C@@H](O)[C@@]2(O)C=CO[C@@H](O[C@H]3O[C@@H](CO)[C@@H](O)[C@@H](O)[C@@H]3O)[C@H]21 | nt | -8.2%[12 µM] | nt | nt | nt | nt | -1.5%[21 µM] | 4.6%[29.3 µM] | 3.0%[21.4 µM]
CC(=O)Nc1nonc1-c1nnc(SCc2ccc(F)cc2)n1C | 10.3% | -1.9% | 0.0% | -1.0 | -11.5% | 4.2% | nt | -2.1% | -1.7%
Cn1c(=O)c2c(-c3ccc(Br)cc3)n(CCc3ccccc3)cc2n(C)c1=O | -3.1% | -17.5% | 4.2% | nt | 0.9% | -10.2% | nt | -12.5% | -12.9%
CCOc1nc(OCC)c2cnn(C)c2n1 | 2.3% | -0.3% | 16.9% | 1.6 | 65.5%[activator] | -18.1% | 45.4%[activator] | 33.7%[activator] | 1.9%
COCCNC(C(=O)Nc1ccc([N+](=O)[O-])cc1Br)c1ccccc1 (stereo not given) | -1.0% | -22.1% | 20.7% | -16.1 | 2.6% | -13.5% | -2.1% | -16.8% | -6.0%
Cc1c(C(=O)CN2CCN(c3ccccc3)CC2)c2ccccc2n1C | -3.1% | -8.4% | 10.6% | -12.0 | -14.9% | -13.0% | 17.8% | -2.8% | -2.4%
CC1(C)CC(=O)c2cc(C(=O)N3CCN(CCO)CC3)c(=O)n(-c3ccc(Cl)cc3)c2C1 | i | 4.5% | 3.4% | -24.2 | 0.4% | -5.3% | 2.1% | -15.7% | -2.0%
O=C(NCCc1ccccc1F)[C@@H]1CSC2c3ccccc3C(=O)N21 (stereo not given in full) | i | -2.3% | 29.8% | -4.0 | 9.5% | 6.8% | -5.0% | -21.4% | -1.0%
CCC(=O)N1CCN=C1SCc1ccccc1 | 2.9% | -12.6% | 35.0% | nt | -14.4% | -8.1% | -8.1% | -8.9% | -0.2%
CCOC(=O)c1c(-c2ccccc2)oc2ccc(NS(=O)(=O)c3ccc(C)cc3)cc12 | -4.4% | -24.2% | -3.6% | nt | -13.3% | -5.8% | nt | -3.2% | -17.4%
Cc1cccc2nc(Cn3c(=O)n(-c4ccc(Cl)cc4)c(=O)c4c5c(sc43)CCC5)cc(=O)n12 | i | -29.2% | -17.0% | nt | -10.9% | -5.2% | nt | -4.3% | -7.0%
Cc1cccc(OCCC(=O)Nc2ccc(F)c(F)c2)c1 | -4.9% | -19.0% | -3.1% | 14.6 | 65.4%[activator] | -4.9% | -4.6% | -20.2% | -6.2%
COc1ccc2c(c1OC)C(=O)N1c3ccccc3N=C(c3ccc([N+](=O)[O-])cc3)CC21 (stereo not given) | -4.1% | -3.2% | -2.9% | -6.1 | 10.0% | -1.6% | 7.0% | -10.6% | -5.2%
O=C(Nc1cccc(O)c1)C1CCCN1C(=O)OCc1ccccc1 (stereo not given) | i | 2.4% | 25.1% | 0.9 | 10.4% | -9.4% | 7.5% | 0.3% | 0.5%
COc1cc(C2NC(=O)NC(C)=C2C(=O)OCC2CCCO2)cc(OC)c1OC (stereo not given) | i | -3.3% | -17.4% | 8.2 | 34.9%[activator] | 0.4% | 6.2% | -3.0% | 2.5%
CN1c2ccsc2C(O)=C(C(=S)Nc2ccccc2)S1(=O)=O | 3.7% | -9.0% | -2.0% | 18.8 | ? | 2.3% | -1.2% | -21.0% | -10.3%
O=C(COc1ccc(Cl)cc1)NCc1nnc(SCC(=O)Nc2ccc(F)cc2F)o1 | -3.8% | 8.7%[60.1 µM] | 1.2% | -2.7 | 57.1%[activator] | -7.1% | -10.4% | -5.9% | -0.3%
CN1C(=O)N(C)c2cccc3cccc1c23 | -5.4% | 4.8% | 1.9% | -1.0 | -6.2% | -9.2% | 25.2% | -2.0% | -2.8%
Cc1oc2c(c1C(=O)Nc1ccc(Cl)cc1F)C1=NCCN1C=N2 | -1.3% | 0.0% | 3.3% | nt | 3.5% | -9.8% | nt | -2.4% | -1.7%
NC(=O)NCC(=O)N1CCN(S(=O)(=O)c2ccc(Cl)s2)CC1 | -0.5% | 0.0% | nt | 1.4 | 14.4% | -19.4% | -12.7% | nt | nt
C=CCn1c(SCc2ccc(C(=O)Nc3ccccc3)cc2)nnc1-c1ccccc1 | -1.4% | 0.3% | -19.7% | 17.1 | ? | -9.3% | -9.5% | -4.3% | -11.7%

Next part
SMILES | Tb PGK inh | Pol kappa inh | Pol beta inh | RXFP1 antag | Pol iota inh | POLH inh | APE1 inh | Anesthetic bind | BLM inh
CC(=O)Nc1c2c(nn1-c1ccccc1C)CS(=O)C2 (stereo not given) | i | -11.5% | 21.1% | 8.7 | 11.4% | -12.1% | -1.6% | 11.9% | -0.2%
COc1ccc(-c2ccc(N)cn2)cn1 | -0.1% | -17.0% | nt | nt | 6.1% | -20.5% | -0.1% | nt | nt
CCn1c(=O)cc(SCC(=O)N2CCN(c3ccccn3)CC2)c2ccccc21 | i | -2.3% | 2.1% | -0.8 | -2.1% | -9.5% | 0.1% | -4.7% | 5.8%
Cc1ccc(/C=C/c2nnc(-c3cccc(C)c3)o2)cc1 | -4.0% | -8.2% | 3.8% | -2.2 | 12.9% | -9.7% | -4.7% | 10.6% | -0.7%
O=C(COC(=O)/C=C/c1nc2ccccc2s1)Nc1ccccc1Oc1ccccc1 | 1.3% | -11.0% | 17.1% | -4.2 | -17.7% | -18.6% | -9.9% | -12.6% | -13.0%
Cc1ccc(C(=O)CC(=O)c2ccc(C)cc2O)cc1 | 5.4% | -6.9% | 1.6% | -5.2 | 94.3%[activator] | -15.0% | 6.1% | 3.9% | -3.9%
Cc1ccc(/C(O)=C2\C(=O)C(=O)N(Cc3cccnc3)C2c2ccccc2[N+](=O)[O-])cc1 (stereo not given) | i | -18.7% | -1.7% | 2.8 | 7.2% | -8.1% | 2.3% | -8.0% | -15.3%
O=C(NCC1CCCO1)c1cccc(N2C(=O)C3C4C=CC(C4)C3C2=O)c1 (stereo not given) | -5.3% | -0.8% | -9.7% | -5.6 | -8.0% | -18.2% | 2.6% | -8.7% | 2.0%
COCCNC(=O)c1cc2c(=O)[nH]c3ccccc3c2s1 | 4.3% | -24.2% | 5.4% | 4.5 | 21.6% | -12.3% | 37.2% | -11.0% | 1.9%
COCCn1c(SCC(=O)Nc2cccnc2Cl)nc2cc(Cl)ccc2c1=O | 6.4% | -13.4% | nt | 5.5 | 9.1% | -0.7% | 18.8% | nt | nt
Cc1ccc2cc(CNC(C)(C)C)c(=O)[nH]c2c1 | -1.8% | -4.8% | -2.9% | -8.4 | 3.9% | -4.6% | -1.8% | 9.0% | 3.0%
O=C(Cc1ccccc1)Nc1ncccn1 | -7.6% | 2.3% | nt | nt | 24.0% | -0.9% | -9.5% | nt | nt
COc1ccc(-c2cn3nc(N4CCCC(C(=O)NCc5ccccc5Cl)C4)sc3n2)cc1 (stereo not given) | i | -7.1% | 6.5% | -15.7 | 2.2% | -17.0% | nt | -5.7% | -5.4%
Cc1ccc(C(=O)N2CCCC(N3CCN(c4ccccc4F)CC3)C2)s1 (stereo not given) | -9.6% | 0.9% | 9.2% | -12.0 | 2.9% | -19.3% | 27.0% | -9.7% | -1.9%
Cc1cc(C)cc(OC(=O)N2CCOCC2)c1 | -3.8% | -7.2% | 9.2% | 4.0 | 18.7% | -17.2% | 13.1% | -7.5% | -1.8%
CCC(=O)c1ccccc1OCCSc1nc(C)cc(=O)[nH]1 | -1.7% | -28.7% | 14.1% | 1.3 | -22.7%[58.9 µM] | -4.3% | -0.1% | 0.4% | 3.3%
CCOC(=O)c1cnn(-c2ccccc2)c1-c1ccncc1 | 2.2% | -4.9% | 49.5% | -7.1 | 4.4% | -5.1% | 3.5% | 2.5% | -4.8%
O=C(Nc1ccc(S(=O)(=O)Nc2ncccn2)cc1)c1ccc2ncsc2c1 | -9.5% | -26.3% | ? | -0.7 | ? | 39.8µM* | 4.2% | -3.4% | 7.2%
O=C(Nc1ccc(N2CCN(C(=O)c3ccc(Cl)cc3)CC2)cc1)c1ccc2c(c1)OCCO2 | 3.2% | 0.0% | 11.8% | 4.1 | 34.9%[activator] | -19.3% | 9.4% | -2.8% | -7.9%
CN(C)/C=C(\C#N)C(=O)N/N=C/c1ccccc1 | -1.0% | -0.2% | -1.7% | -0.3 | 22.2% | -7.7% | ? | 0.4% | 0.1%
O=C(CCc1ccc(O)cc1)c1c(O)cc(O)cc1O[C@@H]1O[C@H](CO)[C@@H](O)[C@H](O)[C@H]1O | -3.4% | -9.4% | 13.0% | nt | -16.1% | 1.0% | -24.9%&-1.7% | -3.1% | -6.6%&-0.6%
CCc1ccc(NC(=O)CC2C(=O)N(c3ccc(C)cc3)C(=O)N2CCc2ccncc2)cc1 (stereo not given) | -9.9% | 2.7%&-7.5% | 10.4%&-0.9% | -9.4 | 28.7%&3.0% | -12.8%&-12.8% | -1.6% | -3.5%&-3.1% | -4.8%&-3.7%

Screens from PubChem.
